Compound activity as filed in PubChem.
mIAP act: activators of mouse IAP, primary screen, biochemical, luminescence, uHTS; intestinal alkaline phosphatase [Mus musculus]; muIAP, CDP-Star luminescence, 30 min; hits give high values; 1 = vehicle-only enzyme signal, 0 = enzyme-free wells; activation factor at 10 µM; 0.24% of 330,000 active; AID 2805, 2010;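 active = activation factor of at least 2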; note: the source names both 10 and 20 µM as test concentration; values of inactives mirror those of a sister screen read the other way
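System: mouse IAP enzyme. Reagent: CDP-Star chemiluminescent phosphatase substrate. Benchmarks: DMSO wells, no-enzyme wells. Times: 30 min enzyme-substrate-compound incubation at room temperature. Detection: luminescence from enzymatic CDP-Star hydrolysis. Doses: test compounds delivered from DMSO solution.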
mIAP block: inhibitors of mouse IAP, primary screen, biochemical, luminescence, uHTS | intestinal alkaline phosphatase [Mus musculus] | purified mouse IAP, CDP-Star luminescence, 30 min | inhibition, % at 10 µM | 0.2% of 330,000 active | AID 2806, 2010;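 active = inhibition of at least 40% at 10 µM in the primary screen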;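 note: plate controls were DMSO with enzyme for no effect and no enzyme wells for full effect; values of inactives mirror those of a sister screen read the other way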
A3A deaminase: APOBEC3A ssDNA deaminase inhibitors, primary screen, selectivity assay for APOBEC3G inhibitor project, biochemical, FAM/TAMRA oligo cleavage fluorescence | DNA dC->dU-editing enzyme APOBEC-3A (Homo sapiens), P31941 | recombinant A3A, FAM/TAMRA ssDNA deamination fluorescence | inhibition, % at 20 µM | 0.41% of 330,000 active | AID 493011, 2011;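 active = at least 40% inhibition at 20 µM here, with at most 30% in a related deaminase screen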;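 note: plate controls were A3A with DMSO for no effect and wells lacking A3A enzyme for full effect; some results filed as inactive read as strong as hits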
Target sequence (P31941 whole entry, looked up): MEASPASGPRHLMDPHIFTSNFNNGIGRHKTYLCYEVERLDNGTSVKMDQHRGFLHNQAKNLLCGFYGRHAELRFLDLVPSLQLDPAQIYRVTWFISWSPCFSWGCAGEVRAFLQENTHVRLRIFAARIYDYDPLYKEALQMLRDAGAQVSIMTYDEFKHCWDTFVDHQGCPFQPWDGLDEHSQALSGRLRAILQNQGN
hIAP block: human IAP inhibitors, primary screen, biochemical, luminescence, uHTS; purified IAP, CDP-Star luminescence, 30 min; inhibition, % at 10 µM; 0.12% of 330,000 active;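 active = inhibition reaching a set limit with compound at 10 µM in the primary screen, cut at about 35% in these data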;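 note: plate controls were DMSO wells with enzyme for no effect and no-enzyme buffer wells for full effect; values of inactives mirror those of a sister screen read the other way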
Target sequence (P09923 whole entry, looked up): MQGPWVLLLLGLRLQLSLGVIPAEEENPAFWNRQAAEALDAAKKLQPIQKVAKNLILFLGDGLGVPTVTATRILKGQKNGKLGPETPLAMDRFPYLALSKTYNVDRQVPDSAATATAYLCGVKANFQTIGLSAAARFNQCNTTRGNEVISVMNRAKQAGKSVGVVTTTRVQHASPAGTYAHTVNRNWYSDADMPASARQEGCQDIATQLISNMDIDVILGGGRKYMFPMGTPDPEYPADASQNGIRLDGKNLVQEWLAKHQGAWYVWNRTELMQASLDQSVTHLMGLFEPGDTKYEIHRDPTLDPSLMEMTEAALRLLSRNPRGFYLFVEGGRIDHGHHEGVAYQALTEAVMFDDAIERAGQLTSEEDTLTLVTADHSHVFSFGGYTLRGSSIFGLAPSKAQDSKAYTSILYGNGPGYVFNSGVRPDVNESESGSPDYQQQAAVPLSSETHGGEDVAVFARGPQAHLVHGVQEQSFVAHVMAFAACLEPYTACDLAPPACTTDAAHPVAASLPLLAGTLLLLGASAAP
NLRP3 yeast inh: NALP3 inflammasome inhibitors in reconstituted yeast, primary screen, luminescence, uHTS | 0.39% of 330,000 active | Yeast reconstituted NLRP3/ASC/caspase-1, beta-gal luminescence, 24 h | inhibition, % at 10 µM;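 active = inhibition of 50% or more; inactive = inhibition below 50%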;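 note: plate controls were induced DMSO wells for no effect and uninduced yeast grown without galactose for full effect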
tim10-1 inh: growth inhibitors of tim10-1 mutant yeast, primary screen, luminescence, uHTS | inhibition, % at 20 µM | S. cerevisiae tim10-1 ts strain growth, BacTiter-Glo, 24 h | 2.2% of 330,000 active;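 active = inhibition of at least 40%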;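 note: mutant grown at 25 °C; 0% = DMSO wells with yeast and 100% = wells holding no yeast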
MIN6 prolif: inducers of MIN6 beta-cell proliferation, primary screen, ATP luminescence, uHTS; MIN6 cells proliferation, ATPlite luminescence, 48 h; cells starved in 0.2% serum; 100% = growth in 10% serum; proliferation, % at 10 µM; 0.29% of 330,000 active; AID 2380, 2010;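 active = compounds whose signal lies at least 3.5 SD above the mean of all wells on their plate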;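 note: 0% = DMSO-treated cells in low-serum medium and 100% = 10% serum control; some compounds called inactive have numbers as strong as hits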
APOBEC3G inh: APOBEC3G DNA deaminase inhibitors, primary screen, biochemical, fluorescence, single-stranded DNA substrate, uHTS; DNA dC->dU-editing enzyme APOBEC-3G (Homo sapiens), Q9HC16; recombinant A3G, ssDNA deamination FAM/TAMRA fluorescence; inhibition, % at 20 µM; 0.28% of 330,000 active; AID 493012, 2011;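 active = inhibition of at least 40% at 20 µM, with no more than 30% in the related APOBEC3A deaminase screen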;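 note: plate controls were DMSO wells with A3G for no effect and wells lacking A3G enzyme for full effect; some compounds called inactive have numbers as strong as hits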
Target sequence (Q9HC16 whole entry, looked up): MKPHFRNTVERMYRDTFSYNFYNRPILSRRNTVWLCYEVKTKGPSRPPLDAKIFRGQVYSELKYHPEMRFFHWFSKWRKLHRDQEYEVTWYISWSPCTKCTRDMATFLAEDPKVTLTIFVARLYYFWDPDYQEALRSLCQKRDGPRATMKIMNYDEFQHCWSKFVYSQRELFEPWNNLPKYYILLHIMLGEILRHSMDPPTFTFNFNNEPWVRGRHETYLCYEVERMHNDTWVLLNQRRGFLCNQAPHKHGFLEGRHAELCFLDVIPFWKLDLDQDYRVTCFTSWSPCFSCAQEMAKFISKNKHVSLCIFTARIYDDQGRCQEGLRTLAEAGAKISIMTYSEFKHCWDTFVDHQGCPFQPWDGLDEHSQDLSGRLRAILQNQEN
TIM10 inh: growth inhibitors of isogenic TIM10 control yeast, primary screen, counter-screen for tim10-1 yeast inhibitor project, luminescence, uHTS; S. cerevisiae TIM10 strain growth, BacTiter-Glo luminescence, 24 h; inhibition, % at 10 µM; 1.4% of 330,000 active; AID 463195, 2010;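 active = inhibition of 40% or more at the single tested concentration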;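 note: wild-type TIM10 isogenic control strain grown at permissive 25 °C; 0% = DMSO yeast wells and 100% = minimal medium wells without yeast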
The depositor's hits bear a star; . = not tested or not shown.

#	Molecule	mIAP act	mIAP block	A3A deaminase	hIAP block	NLRP3 yeast inh	tim10-1 inh	MIN6 prolif	APOBEC3G inh	TIM10 inh
1	N#CCCn1cc(C(=O)O)c(-c2cc3ccccc3o2)n1	1	-2	3	9	6	11	0	2	11
2	COc1ccc(N=C2SCC(c3ccccc3)=NN2C)cc1	1	-5	1	-15	-11	-7	-2	-11	-17
3	CCOc1ccc(C2OC34CCCCC3C(C#N)(C#N)C2(C#N)C(=N)O4)cc1OC (stereo not drawn)	0.84	16	2	-10	-4	1	0	4	1
4	CC(=O)Nc1ccc(N2C(=O)CC(N3CCN(Cc4ccc5c(c4)OCO5)CC3)C2=O)cc1 (stereo not drawn)	0.99	1	-1	33	27	-16	1	3	-8
5	CCCCn1nnnc1SCC(=O)N1CCN(C(=O)c2ccco2)CC1	0.99	1	6	-10	15	15	-1	-1	-2
6	O=C(Nc1ccccc1)c1ccccc1C(=O)N1CCCCC1	0.95	5	1	2	0	11	-1	-1	10
7	c1csc(-c2nc(NCCCN3CCOCC3)c3ccccc3n2)c1	0.99	1	2	4	22	3	-1	-7	5
8	NC(=O)c1nsc(C(=O)N(Cc2ccc(F)cc2)C(C(=O)NCC2CCCO2)c2ccc(F)cc2)c1N (stereo not drawn)	1.1	-5	-1	9	7	7	-1	-2	21
9	COC(C(=O)N1CCC(n2nccc2NC(=O)C2CC2)CC1)c1ccccc1 (stereo not drawn)	0.98	2	-4	6	4	6	-3	-7	6
10	O=C1NC(=S)N/C1=C/c1ccc2ccccc2c1	1	-1	3	-57	6	16	-4	-1	12
11	O=c1c([N+](=O)[O-])cc(C(F)(F)F)cn1Cc1cccc(Cl)c1	0.94	6	-1	0	14	17	-2	-2	11
12	COC1CCN(C(=O)c2ccc(OC3CCN(Cc4ccccn4)CC3)cc2)CC1	0.95	5	3	-4	-4	5	-1	-11	-1
13	CC(Sc1nc2ccc(C(=O)c3ccccc3)cc2[nH]1)C(=O)O (stereo not drawn)	0.95	5	0	-16	2	4	-4	0	-4
14	C=CCn1c(-c2oc3nc(-c4ccccc4)cc(-c4ccccc4)c3c2N)n[nH]c1=S	0.89	11	-2	-5	5	-5	-3	11	3
15	O=C(Nc1nnc(C2CC2)s1)c1ccc(S(=O)(=O)c2ccccc2)cc1	0.93	7	-2	-1	-7	4	0	-8	-19
16	C=CC(C)(O)CCC=C(C)C (stereo not drawn)	0.98	2	-5	6	12	5	-1	-10	-2
17	Cc1ccc(C(=O)NCc2ccc(N3CCN(C(=O)OC(C)(C)C)CC3)cc2)cc1	1	-3	-4	0	-4	0	-2	-5	0
18	CC1CCN(c2ccccc2NC(=O)c2ccc(Br)o2)CC1	0.95	5	2	-10	1	3	-7	1	-8
19	Cc1c(C)n(Cc2ccc(Cl)cc2)c2ccc(C(=O)NCCCN3CCOCC3)cc12	1.2	-17	-6	-36	7	6	-4	-1	2
20	Cc1ccc(NC(=S)N(CCCN2CCOCC2)Cc2ccccn2)cc1Cl	0.98	2	2	1	23	0	-1	-3	3
21	O=c1c2ccccc2c(C=Nc2cccc(O)c2)c(O)n1-c1ccc2c(c1)OCO2	0.85	15	-3	3	-2	-15	-6	-11	-25
22	Cc1c(Cl)cccc1NC(=S)NN	0.82	18	-4	0	11	4	5	-12	8
23	COc1cccc(NC(=O)c2ccn(C)n2)c1	0.91	10	2	9	12	-5	0	0	-7
24	COc1ccc(NC2CCCN(C(=O)c3cccnc3SC)C2)cc1OC (stereo not drawn)	1.1	-6	-13	-2	5	0	-2	-7	-4
25	O=C1CCCc2nc3c(cc21)C(O)Oc1ccccc1-3 (stereo not drawn)	1	0	0	11	-7	11	-2	-6	1
26	CCN(CCO)c1cc(Cl)nc(SC)n1	1	-3	1	-6	-13	17	-2	2	7
27	CN1CCN(C(=O)CC2C(=O)NCCN2Cc2ccc(-c3ccccc3)cc2)CC1 (stereo not drawn)	1.1	-5	0	-16	12	14	1	-3	10
28	COC(=O)CCC(=O)NNC(=O)c1ccc([N+](=O)[O-])cc1	1	0	5	3	-1	6	0	1	13
29	CCCCNC(=O)OCCNC(=O)Oc1cccc(C)c1	0.99	1	-13	-15	-21	11	-4	-1	-9
30	COc1cc(C)ccc1OCC(=O)OCC(=O)c1ccc[nH]1	0.92	8	6	-27	3	3	3	10	-11
31	CN(CC(=O)Nc1cccc2ccccc12)C(=O)c1cccc(S(=O)(=O)N(C)C)c1	1.1	-6	4	-7	-5	7	0	0	7
32	COc1ccc(S(=O)(=O)Nc2ccc(C)cc2)cc1OC	0.91	9	0	12	8	12	1	0	-5
33	O=C(O)c1ccc(/C=N\Nc2ccc(S(=O)(=O)N3CCOCC3)cc2[N+](=O)[O-])cc1	0.87	13	7	18	17	-13	-2	-5	5
34	CC1CCC(NC(=O)COC(=O)CCC(=O)c2ccc(Cl)s2)CC1 (stereo not drawn)	0.99	0	1	4	5	16	5	-9	14
35	COc1ccc(S(=O)(=O)Nc2ccc(Nc3ccccc3)cc2)cc1	0.93	8	-2	-16	-2	39	-3	-5	33
36	COc1ccc(-c2nc3ncccn3c2Br)cc1	0.97	2	-3	0	11	-11	-1	-8	7
37	CN(C(=O)c1ccc(S(=O)(=O)N2CCCCC2)cc1)C1CCS(=O)(=O)C1 (stereo not drawn)	0.95	5	0	-12	-1	-28	-2	-6	-8
38	COc1cccc(NC(=O)c2cnc[nH]2)c1	1	-3	3	-10	16	0	-4	-6	13
39	COc1ccc(NC(C)=O)cc1S(=O)(=O)NC(Cc1ccccc1)C(=O)NCc1ccccc1C (stereo not drawn)	1	-3	1	3	4	1	0	0	-9
40	C/C(CC(=O)Nc1cccnc1)=N\NC(=O)c1ccc([N+](=O)[O-])c(Cl)c1	1	-2	0	-2	5	-9	-2	-4	8

Continued.
Values run as follows: mIAP act | mIAP block | A3A deaminase | hIAP block | NLRP3 yeast inh | tim10-1 inh | MIN6 prolif | APOBEC3G inh | TIM10 inh
41) CCOC(=O)CCCCC(=O)c1[nH]c(=O)[nH]c1C[n+]1ccc(C)cc1
    0.96 | 4 | -4 | 2 | 21 | 15 | 3 | -14 | -8
42) Cc1cccc(NC2=NC(C)(C)N=C(N)N2)c1C
    0.96 | 4 | -2 | 18 | 12 | 2 | 4 | -3 | -6
43) O=C(Cn1ccc(=O)[nH]c1=O)Nc1ccc(C(=O)O)c(O)c1
    1.1 | -8 | 0 | -6 | 25 | 27 | 5 | 15 | -18
44) C/C(=N/Nc1cc(-c2ccccc2)nc(-c2ccccc2)n1)c1ccc(O)cc1
    0.9 | 10 | 1 | 14 | 7 | 0 | -6 | 0 | 25
45) Cn1c(=O)[nH]c(=O)c2c1nc(Br)n2C/C=N/Nc1ccccc1
    1 | -3 | -1 | 1 | 6 | -2 | 0 | -2 | -23
46) CCOP(=O)(c1ccc(N(C)C)cc1)C(O)c1ccc(OC)cc1 (stereo not drawn)
    0.88 | 12 | -3 | 5 | 9 | 11 | 0 | -7 | 6
47) Cc1ccc(S(=O)(=O)/N=C(/Nc2c(C)n(C)n(-c3ccccc3)c2=O)c2ccc(Cl)cc2)cc1
    0.96 | 4 | 1 | 16 | 11 | 7 | -2 | 1 | 7
48) O=C(/C=C\c1cn(-c2ccccc2)nc1-c1ccccc1)Nc1nccs1
    0.92 | 8 | -1 | 7 | 9 | 9 | -6 | -5 | -3
49) O=C(NC1CC1)C1=C[C@H](c2csc3ccccc23)C[C@H](OCc2ccc(CO)cc2)O1
    0.99 | 0 | -1 | 2 | 18 | -12 | -1 | -5 | -6
50) O=C(COC(=O)CCC(=O)c1cccs1)NC1CC1
    1.1 | -6 | 3 | -2 | 1 | -2 | -3 | -3 | 2
51) COc1cc(OC)c2c(-c3cccc(-c4ccoc4)c3)cc(=O)oc2c1
    0.94 | 6 | -1 | . | . | 8 | . | 1 | -9
52) CCC(=O)Nc1nnc(S(=O)(=O)N2c3ccccc3CC2C)s1 (stereo not drawn)
    1 | 0 | 4 | 2 | -12 | -27 | 1 | -6 | 17
53) CC(=O)c1cc2c(cc1NC(=O)c1cccc(S(=O)(=O)N3CCN(C)CC3)c1)OCO2
    1 | -5 | 8 | 0 | 2 | 11 | 1 | -1 | -15
54) CC1CCN(C(=O)c2ccc3c(Cl)c4c(nc3c2)CCCC4)CC1
    0.94 | 6 | 2 | 0 | 8 | 47* | 0 | -3 | 8
55) CCCCN1/C(=C/c2ccc3ccccc3[n+]2CC)Sc2ccccc21
    0.92 | 8 | 91 | 18 | 14 | 60* | -5 | 42 | -45

A different layout for some results above:
41) CCOC(=O)CCCCC(=O)c1[nH]c(=O)[nH]c1C[n+]1ccc(C)cc1
  mIAP act: 0.96
  mIAP block: 4
  A3A deaminase: -4
  hIAP block: 2
  NLRP3 yeast inh: 21
  tim10-1 inh: 15
  MIN6 prolif: 3
  APOBEC3G inh: -14
  TIM10 inh: -8
42) Cc1cccc(NC2=NC(C)(C)N=C(N)N2)c1C
  mIAP act: 0.96
  mIAP block: 4
  A3A deaminase: -2
  hIAP block: 18
  NLRP3 yeast inh: 12
  tim10-1 inh: 2
  MIN6 prolif: 4
  APOBEC3G inh: -3
  TIM10 inh: -6
43) O=C(Cn1ccc(=O)[nH]c1=O)Nc1ccc(C(=O)O)c(O)c1
  mIAP act: 1.1
  mIAP block: -8
  A3A deaminase: 0
  hIAP block: -6
  NLRP3 yeast inh: 25
  tim10-1 inh: 27
  MIN6 prolif: 5
  APOBEC3G inh: 15
  TIM10 inh: -18
44) C/C(=N/Nc1cc(-c2ccccc2)nc(-c2ccccc2)n1)c1ccc(O)cc1
  mIAP act: 0.9
  mIAP block: 10
  A3A deaminase: 1
  hIAP block: 14
  NLRP3 yeast inh: 7
  tim10-1 inh: 0
  MIN6 prolif: -6
  APOBEC3G inh: 0
  TIM10 inh: 25

More structures.
Values run as follows: mIAP act | mIAP block | A3A deaminase | hIAP block | NLRP3 yeast inh | tim10-1 inh | MIN6 prolif | APOBEC3G inh | TIM10 inh
56) Cc1cccc(-c2noc(CNS(=O)(=O)c3ccccc3)n2)c1
    1 | -4 | -3 | -20 | 8 | 8 | 3 | -7 | -1
57) CCC(Oc1ccccc1)C(=O)Nc1cc(Cl)ccc1-n1cncn1 (stereo not drawn)
    1 | -2 | -4 | 4 | 25 | 19 | 0 | -6 | 8
58) CC(=O)N1N=C(c2ccncc2)OC12CCCC2
    1 | -1 | 5 | -23 | 18 | 12 | -5 | -4 | -4
59) CCCCn1c(N)c(N(CCOC)C(=O)c2ccc(-c3cccc(C(F)(F)F)c3)o2)c(=O)[nH]c1=O
    0.97 | 3 | 14 | -8 | 23 | 2 | 0 | -5 | 9
60) Cc1cc(C)nc(Nc2ncn[nH]2)n1
    0.99 | 1 | 4 | 16 | -9 | 8 | -3 | -4 | 0
61) COC(=O)CSc1nnc(-c2ccc3c(c2)OCO3)n1C
    0.96 | 4 | 5 | 1 | 3 | 6 | -2 | -5 | 0
